Assay outcomes from PubChem BioAssay.
GAA850 FXN act = FXN promoter activators, primary screen, cell-based, luciferase luminescence, HEK293 lucGAA850 | HEK293 lucGAA850 FXN promoter luciferase reporter, 24 h; percent of 10 µM SAHA response | activation, % at 6 µM | hit rate 0.56% among 360,000;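 active = activation above the average of all compounds screened plus 3 SD, cutoff fixed separately per campaign, cut at about 7.5% in these data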;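 also: 0% = DMSO wells and 100% = 10 µM SAHA wells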
HGIII-sPLA2 inh = human group III sPLA2 inhibitors, primary screen, biochemical, QFRET, BODIPY PC-A2 liposome substrate. Group 3 secretory phospholipase A2 (Homo sapiens), Q9NZ20. QFRET BODIPY PC-A2 liposome hydrolysis, fluorescence. inhibition, % at 12.2 µM. hit rate 0.56% among 370,000;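 active = inhibition above mean plus 3 SD of compounds lying within the high and low control bounds, cut at about 19% in these data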;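 also: 0% = median of test compound wells and 100% = no enzyme DMSO wells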
Target sequence (Q9NZ20 whole entry, looked up): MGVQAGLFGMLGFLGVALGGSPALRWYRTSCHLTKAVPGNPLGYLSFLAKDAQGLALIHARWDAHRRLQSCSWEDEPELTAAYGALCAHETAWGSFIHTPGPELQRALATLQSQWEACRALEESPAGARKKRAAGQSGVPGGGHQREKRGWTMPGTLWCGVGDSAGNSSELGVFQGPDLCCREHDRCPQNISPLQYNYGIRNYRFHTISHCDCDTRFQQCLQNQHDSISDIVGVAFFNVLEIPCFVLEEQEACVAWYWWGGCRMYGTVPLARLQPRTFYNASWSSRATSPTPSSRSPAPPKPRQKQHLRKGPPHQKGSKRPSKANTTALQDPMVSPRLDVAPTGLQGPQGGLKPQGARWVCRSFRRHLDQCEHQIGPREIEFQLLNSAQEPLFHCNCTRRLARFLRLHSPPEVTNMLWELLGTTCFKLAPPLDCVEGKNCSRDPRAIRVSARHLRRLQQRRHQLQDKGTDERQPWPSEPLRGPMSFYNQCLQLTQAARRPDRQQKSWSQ
SMARCA2 act = SMARCA2 (BRM) function activators, primary screen, cell-based, luminescence, high throughput | MG213 cells, MMTV-luciferase reporter, dexamethasone, overnight | activation, % at 9.1 µM | hit rate 1% among 370,000; in the data active = activation above about 7.8%;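 also: 0% = vehicle wells and 100% = reference activator wells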
hcDAF-12 act = H. contortus DAF-12 nuclear receptor activators, primary screen, cell-based, luminescence, HEK293, lit1-tk-luc reporter. HEK293 hcDAF-12 lit1-tk-luc reporter; 0% DMSO, 100% Δ7-dafachronic acid. activation, % at 6.8 µM. hit rate 1.4% among 370,000. AID 652067, 2013;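 active = activation above the mean of all tested compounds plus 3 SD, cut at about 5.5% in these data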;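 also: 100% = response to 3 µM Δ7-dafachronic acid high control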
NPR1 activator = GC-A stimulated cGMP production enhancers – HEK293 GC-A cells, cGMP TR-FRET, EC30 ANP, primary screen | hit rate 0.14% among 370,000 | 0% at EC30 ANP, 100% saturating ANP | activation, % at 10 µM; in the data active = activation above about 40%
hgDAF12 agonist = H. glycines DAF-12 receptor agonists, primary screen, cell-based, luminescence, HEK293, GAL4 fusion, UAS-luciferase; hit rate 1.8% among 370,000; HEK293 GAL4-hgDAF12 UAS-luciferase reporter, agonist luminescence; normalized to butyrate control; AID 687014, 2013; activation, % at 6.8 µM;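 active = activation above a cutoff set at the mean of all screened compounds plus 3 SD, cut at about 10% in these data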;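 also: 0% = DMSO wells and 100% = sodium butyrate wells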
proKLK7 act = proKLK7 zymogen activators, primary screen, biochemical, fluorescence intensity; purified proKLK7, EDANS-DABCYL substrate fluorescence; 100% is mature enzyme control, 0% vehicle; activation, % at 7 µM; hit rate 0.9% among 370,000;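 active = activation above the mean of all tested compounds plus 3 SD, computed per campaign excluding outliers beyond control limits, cut at about 13% in these data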
Target sequence (P49862 whole entry, looked up): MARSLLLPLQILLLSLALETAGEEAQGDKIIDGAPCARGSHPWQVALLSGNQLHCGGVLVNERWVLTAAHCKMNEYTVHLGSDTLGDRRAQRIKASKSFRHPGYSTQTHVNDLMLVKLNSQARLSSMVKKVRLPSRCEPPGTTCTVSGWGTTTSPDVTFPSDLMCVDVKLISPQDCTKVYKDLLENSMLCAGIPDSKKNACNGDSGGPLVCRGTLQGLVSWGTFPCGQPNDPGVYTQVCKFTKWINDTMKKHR
ssDAF-12 act = S. stercoralis DAF-12 nuclear receptor activators, primary screen, cell-based, luminescence, HEK293, GRIP1 co-expression, lit1-tk-luc | Nuclear hormone receptor DAF-12 (Strongyloides stercoralis) | HEK293 ssDAF-12/GRIP1 lit1-tk-luc reporter; % of 3 µM dafachronic acid response | activation, % at 6.8 µM | hit rate 1% among 370,000;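 active = activation above the mean over all tested compounds plus 3 SD, cut at about 0.9% in these data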;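 also: 0% = DMSO-only wells and 100% = 3 µM delta7-dafachronic acid wells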
DAX1 inh-1 = DAX1 (NR0B1) inhibitors on StAR promoter, primary screen, cell-based, luminescence, SF-1 (NR5A1), full-length DAX-1. HEK293T StAR-luciferase reporter, SF-1/DAX-1 repression relief. inhibition, % at 6.8 µM. hit rate 1.1% among 370,000. AID 652010, 2013;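 active = inhibition above the mean over all tested compounds plus 3 SD, cut at about 3.6% in these data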;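 also: 0% = DAX-1 cells with DMSO and 100% = cells lacking DAX-1 with DMSO; higher inhibition means more luminescence from relief of DAX-1 repression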
DAX1 inh-2 = DAX1 (NR0B1) inhibitors, primary screen, cell-based, HEK293, Gal4-DAX1, luciferase luminescence; AID 504766, 2011; hit rate 0.99% among 340,000; HEK293 Gal4-DAX1 luciferase reporter; Nuclear receptor subfamily 0 group B member 1 (Homo sapiens), P51843; inhibition, % at 6.75 µM;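 active = inhibition above the mean over all tested compounds plus 3 SD, cut at about 4.2% in these data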;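 also: 0% = DAX1-transfected cells with DMSO and 100% = empty-vector control cells with DMSO; inhibition shows as a rise in luminescence from relieved DAX1 repression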
Target sequence (P51843 207-470 limits assumed): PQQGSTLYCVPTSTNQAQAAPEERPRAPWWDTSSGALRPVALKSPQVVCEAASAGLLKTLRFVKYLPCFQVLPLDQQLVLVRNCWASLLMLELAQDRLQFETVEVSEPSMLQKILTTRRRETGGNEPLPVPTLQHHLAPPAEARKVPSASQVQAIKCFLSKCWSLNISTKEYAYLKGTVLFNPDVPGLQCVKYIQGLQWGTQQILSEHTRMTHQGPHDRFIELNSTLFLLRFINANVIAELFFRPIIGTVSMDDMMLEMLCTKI
NPR2 activator = human GC-B receptor activators, primary screen, HEK293 GC-B cells, cGMP TR-FRET, EC30 CNP; activation, % at 10 µM; Atrial natriuretic peptide receptor 2 (Homo sapiens), P20594; 0% at EC30 CNP, 100% saturating CNP; hit rate 0.11% among 370,000;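 active = activation at 10 µM reaching about 35% in either raw or pattern-adjusted values, limit read from the data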
* marks the source's active call; other numbers are inactive results; x = no result given.

SMILES	GAA850 FXN act	HGIII-sPLA2 inh	SMARCA2 act	hcDAF-12 act	NPR1 activator	hgDAF12 agonist	proKLK7 act	ssDAF-12 act	DAX1 inh-1	DAX1 inh-2	NPR2 activator
O=C(NC1CCCCN(Cc2cccc(Cl)c2)C1=O)c1cccc(F)c1 (stereo unspecified)	x	8	-5	-2.7	1	-2.4	0.4	-1.6	0.1	x	1
COC(=O)c1ccc(NC(=O)c2c(Br)cnn2C)cc1	-0.1	1	-2	-1.7	-3	0.8	-0.4	-1.0	0.2	0.5	-2
OCCC1CN(Cc2cc3c(cc2Cl)OCO3)CCN1C1CCCC1 (stereo unspecified)	-0.1	-5	-2	0.1	-3	0.3	0.5	-1.4	-0.4	1.7	-5
CC(C)c1ccccc1NC(=S)N1CCN(Cc2ccc3c(c2)OCO3)CC1	0.6	8	-5	-0.4	-2	1.5	0.1	-1.8	0.3	-1.1	3
CN1/C(=C\C=C(/C#N)C(=O)Nc2ccccc2F)C(C)(C)c2ccccc21	0.6	4	0	-0.1	-9	-2.1	-0.4	-1.0	-0.4	0.8	-10
O=C(Nc1ccc(OCC(=O)N2CCOCC2)cc1)c1cc(F)c(F)cc1Cl	0.2	2	6	0.2	2	2.1	-0.1	0.1	1.2	1.6	5
COCCN(C(=O)CCC(=O)Nc1ccccn1)C(C(=O)NCCC(C)C)c1ccc(OC)cc1 (stereo unspecified)	-2.7	-1	2	-1.7	-3	-3.5	-0.6	-1.8	-0.1	-0.5	-1
O=C(c1ccc(N2C(=O)C3C4CC(C(Br)C4Br)C3C2=O)cc1)N1CCCCC1 (stereo unspecified)	1.5	-2	-1	-0.8	-1	0.8	0.2	-0.3	0.6	3.5	-8
CCOC(=O)N1CCN(c2cc(N)c([N+](=O)[O-])cc2F)CC1	2.6	-9	3	-2.9	0	1.0	0.1	-2.6	-0.7	0.7	-2
O=C1Cc2ccccc2C(=O)N1OCc1ccc(Cl)cc1Cl	0.0	-3	-3	-1.5	-2	-0.3	-0.5	-1.4	0.2	0.4	-7
O=C(CSc1nc(-c2ccco2)cc(C(F)(F)F)n1)NCc1cccs1	0.1	-6	0	-0.4	-2	2.0	0.5	-0.6	-0.3	-1.6	0
O=C(NCc1cccnc1)c1ccc(COc2ccc(Cl)cc2Cl)o1	0.1	-1	-5	0.6	20	2.5	0.1	-1.6	-0.3	-1.3	-1
COc1ccc(Nc2c3c(nc4c(-c5ccccc5)c(C)nn24)CCC3)cc1	3.0	5	0	0.2	4	-1.1	0.4	-0.5	0.0	-0.2	5
CCC(C)(C)n1nnnc1CN1CCN(c2nc3cc(OC)ccc3cc2C#N)CC1	1.9	-4	2	-1.0	-9	-0.4	0.9	-0.7	-1.2	0.5	-2
COC(=O)C1C(c2ccc(OC)cc2)C(C(=O)OC)S(=O)(=O)C(CCN2CCCCC2)S1(=O)=O (stereo unspecified)	-0.4	0	0	1.9	3	-2.2	0.5	-1.5	0.1	0.1	2
CC1CCCCN1C(=O)NC12CC3CC(CC(C3)C1)C2 (stereo unspecified)	-3.0	1	-2	-1.1	-3	-3.1	-0.6	-0.8	0.3	-1.0	3
COc1ccccc1C1=CC(=O)C[C@H](c2ccc3c(c2)OCO3)C1	-2.1	7	1	-2.2	13	-0.8	-0.9	-1.3	-0.6	0.1	4
Cc1ccccc1NC(=O)c1ccc(S(=O)(=O)C(F)F)cc1	0.9	18	-1	-0.5	0	3.6	-0.4	-0.3	-1.2	0.0	-1
Cc1ccc(C(=O)NN2C(=O)/C(=C/c3cn(C)c4ccccc34)SC2=S)cc1	1.1	1	-2	0.5	-1	-0.5	-0.2	-1.2	0.0	0.8	10
CCCC(=O)Nc1cccc(NC(=O)c2ccc3c(c2)OCCO3)c1	0.5	-5	4	-0.2	2	0.1	0.8	-1.7	0.5	0.0	-4
COc1cc(/C=C2/C(=N)N3N=C(C)SC3=NC2=O)ccc1OS(=O)(=O)c1ccc(C)cc1	-1.9	-9	-2	-2.1	-2	0.1	0.7	-1.0	0.4	-1.8	-3
COC(=O)C1CN(Cc2cn(Cc3ccc(Cl)cc3)nn2)CCS(=O)(=O)N1Cc1ccc(F)cc1 (stereo unspecified)	x	-4	-3	-3.2	-8	-3.7	0.4	-1.0	-1.0	x	-5
CCC(=O)Nc1cccc(NC(=S)NC(=O)c2cccs2)c1	4.9	1	11*	1.9	1	3.6	0.0	-0.6	1.7	1.7	0
CCOC(=O)c1sc2ccccc2c1OC(=O)c1ccccc1	0.8	12	-1	-1.9	1	-2.0	0.6	-1.3	-0.3	0.1	0
CCC(C)[C@H](NC(=O)NCCCN1CCOCC1)C(=O)OC (stereo partly specified)	-1.2	4	5	-0.9	1	-1.0	0.2	-0.9	0.7	-0.1	3
Next section.
SMILES	GAA850 FXN act	HGIII-sPLA2 inh	SMARCA2 act	hcDAF-12 act	NPR1 activator	hgDAF12 agonist	proKLK7 act	ssDAF-12 act	DAX1 inh-1	DAX1 inh-2	NPR2 activator
COc1cc2c(cc1OC)CN(C(=O)c1sc(-c3cnccn3)nc1C)CC2	2.0	-9	-1	5.5	3	-0.7	-0.5	-0.3	0.7	0.0	-8
Cc1cc(C(=O)CN2C(=O)c3ccccc3S2(=O)=O)c(C)n1CC1CCCO1 (stereo unspecified)	-18	2	-10	-8.0	2	-18	0.3	-3.6	-4.6	-5.0	2
CC(=O)Nc1ccc(S(=O)(=O)/N=C2\C(=O)c3ccccc3C([O-])=C2n2cc[n+](-c3ccccn3)c2)cc1	-4.5	-2	-3	3.5	-2	-6.0	-0.5	0.6	-2.6	-1.5	3
COc1ccc(S(=O)(=O)N2CCC[C@H]2C(=O)N2CCC[C@H]2C(=O)NCc2ccccc2)cc1C	x	1	7	-1.0	-1	-0.7	-0.1	-1.0	0.2	x	3
CC1=C(C(=O)OCc2ccccc2)C(c2ccccc2Cl)NC(=O)N1C (stereo unspecified)	-0.3	-2	-2	-2.7	1	-3.0	0.3	-1.5	-0.5	-1.3	7
CCCCNC(=O)CNC(=O)c1nn(-c2ccc(OC)cc2)c(=O)c2ccccc12	0.3	-4	0	-2.2	3	-2.1	-0.4	-1.0	-0.3	0.3	0
CCN(CC)c1ccc(C=NCCc2ccc(S(N)(=O)=O)cc2)cc1	0.0	8	-4	4.0	3	-2.1	-0.2	1.0*	-1.2	-0.4	-3
CN(Cc1cccc2cnccc12)C(=O)c1cc(COc2ccc(F)cc2Cl)on1	-2.7	-15	-1	-3.9	6	-2.0	-0.8	-1.6	-1.2	-1.0	3
CC(C)(C)c1nc2c(C#N)c(-c3ccc(Cl)cc3)ccn2n1	2.5	-5	0	-1.1	7	0.6	-0.7	-1.2	-0.8	-0.5	18
CCOC(=O)C1=CC[C@@H](c2cc(OC)c(OC)c(OC)c2)N(S(=O)(=O)c2ccc(C)cc2)[C@H]1C(=O)OCC	-1.8	4	0	-1.4	-11	0.5	-0.1	-0.8	0.3	1.4	-13
CCCN1C(=O)SC(CC(=O)Nc2ccccc2C)C1=O (stereo unspecified)	0.6	-1	1	-1.3	3	1.1	0.7	-0.5	-0.3	-0.5	8
O=C(CSCc1ccccc1Cl)N/N=C/c1ccco1	-0.1	3	1	-1.0	1	0.9	0.6	-1.2	-0.6	-0.9	3
CCOC(=O)c1c(NC(=O)CSC2=NN3CCCC(=O)N=C3S2)sc2c1CCCCC2	-1.0	6	-2	-2.1	0	1.8	0.1	-0.8	0.7	-0.7	-14
O=C(CN1C(=O)c2cccc([N+](=O)[O-])c2C1=O)NCc1ccccc1	0.2	3	3	5.1	-1	-1.6	-0.3	-0.9	0.1	0.9	-3
O=C(CC1CCCCC1)NCc1ccco1	1.0	5	-2	-1.2	1	1.6	0.3	-1.8	0.6	-1.1	0
Cc1ccc(NC(=O)CN(C)C(=O)Cn2ccsc2=N)cc1	0.6	2	-2	-0.4	-4	-1.6	0.3	-0.7	-0.1	1.4	3
O=C(O)Cc1ccc(Oc2ncc(C(F)(F)F)cc2Cl)cc1	0.1	-2	-1	-1.0	-2	-4.2	0.1	-0.9	0.2	2.9	0
NS(=O)(=O)c1ccc(NC(NC(=O)c2cccnc2)C(Cl)(Cl)Cl)cc1 (stereo unspecified)	0.8	-9	0	0.5	0	-0.4	-0.4	-0.5	0.6	2.7	1
COC(=O)C1=C(C)NC(=O)NC1c1ccc2c(c1)OCO2 (stereo unspecified)	2.2	0	1	-1.9	-3	-2.6	0.2	-1.4	-0.2	-0.6	1
COc1ccc(-n2cc(CNC(C)c3ccncn3)c(-c3cccc(F)c3)n2)cc1 (stereo unspecified)	0.8	-7	-1	-3.2	-1	-1.5	0.0	-1.4	-0.3	0.2	-1
CC(c1n[nH]c(=S)n1-c1ccc(F)cc1)N1CCCCC1 (stereo unspecified)	1.2	9	0	-0.8	-1	0.6	-0.6	-1.4	0.4	0.0	1
OC(c1ccccc1)c1ncc(-c2ccc(Oc3ccccc3)cc2)[nH]1 (stereo unspecified)	2.0	-4	2	-0.2	0	10	-0.1	-0.8	1.0	x	5
O=C(COC(=O)c1cc(=O)[nH]c2ccccc12)NCc1cccc(Cl)c1	-1.5	-8	-3	1.4	-8	0.1	-20	-1.0	-1.1	0.1	-5
C=CCN1N=C(/C=C/c2ccc(OC)cc2)CCC1=O	4.5	15	2	4.8	3	2.8	0.0	-0.5	0.9	2.1	2
O=S1(=O)N[C@H](c2ccccc2)C[C@H](c2ccc(C(F)(F)F)cc2)O1	-0.2	4	2	1.2	-1	-0.9	0.7	0.1	0.1	-0.2	2
CC(C)NC(=O)CSCc1c(Cl)cccc1Cl	1.1	9	0	-2.5	0	-1.6	-0.2	-1.1	-0.1	0.3	-7
CC/C=C/C(=O)N1CC2(CC(c3cccc(NC(=O)c4ccccc4)c3)=NO2)C[C@@H]1C(N)=O (stereo partly specified)	-0.7	-7	1	-1.7	0	-1.4	0.9	-1.3	0.1	0.8	-2

Gathered by group: the entries above containing a nitro group on carbon (2)
SMILES	GAA850 FXN act	HGIII-sPLA2 inh	SMARCA2 act	hcDAF-12 act	NPR1 activator	hgDAF12 agonist	proKLK7 act	ssDAF-12 act	DAX1 inh-1	DAX1 inh-2	NPR2 activator
CCOC(=O)N1CCN(c2cc(N)c([N+](=O)[O-])cc2F)CC1	2.6	-9	3	-2.9	0	1.0	0.1	-2.6	-0.7	0.7	-2
O=C(CN1C(=O)c2cccc([N+](=O)[O-])c2C1=O)NCc1ccccc1	0.2	3	3	5.1	-1	-1.6	-0.3	-0.9	0.1	0.9	-3
